# Screening results (PubChem)
# C2C12 statin = suppressors of statin myotoxicity in C2C12 myotubes, primary screen, cell-based, single point, plate reader; rescue of ATP level, % at 7.49 µM; AID 602340, 2012; 330,000 compounds, 0.78% hits; C2C12 myotubes + simvastatin, ATP luminescence, 48 h; scaled: DMSO 0, geranylgeraniol control 100;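 active means mean ATP rescue above about 67%, or every replicate alone reaching that limit, limit read from the data, passing the limit was not always enough; inconclusive means no clear call, values can overlap the other calls; inactive means mean under the limit and some replicate under it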;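 further: myotubes were challenged with 10 µM simvastatin during compound exposure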
# DENV2 CPE = inhibitors of DENV2 cytopathic effect, primary screen, cell-based, plate reader, single concentration; DENV2-infected cells, cytopathic effect rescue; CPE inhibition, % at 9.99 µM; 350,000 compounds, 1.7% hits; AID 651640, 2012; in the data active means CPE inhibition above about 20%, passing the limit was not always enough; inconclusive means no clear call, values can overlap the other calls; tested in BHK-21 cells;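 further: 0% = median of neutral control wells and 100% = median of positive control wells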
# SIRT5 block = SIRT5 desuccinylase inhibitors, primary screen, biochemical, fluorescence imaging, single point, set 5 | Purified SirT5, succinyl-peptide AMC, trypsin-coupled fluorescence | inhibition, % at 15 µM | 330,000 compounds, 1.1% hits; in the data active means inhibition above about 15%; inconclusive means no clear call, values can overlap the other calls
# Target sequence (Q9NXA8 whole entry, looked up): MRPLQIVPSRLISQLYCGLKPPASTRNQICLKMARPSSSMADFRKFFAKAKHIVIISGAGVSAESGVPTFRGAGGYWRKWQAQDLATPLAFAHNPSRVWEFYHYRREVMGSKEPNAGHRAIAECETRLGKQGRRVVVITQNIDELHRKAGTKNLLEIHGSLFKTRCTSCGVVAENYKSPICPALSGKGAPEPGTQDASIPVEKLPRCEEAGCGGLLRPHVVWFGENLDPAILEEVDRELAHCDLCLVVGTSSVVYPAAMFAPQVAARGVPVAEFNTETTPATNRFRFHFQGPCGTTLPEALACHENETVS
# PglD inh = C. jejuni PglD acetyltransferase inhibitors, primary screen, biochemical, DTNB colorimetric, single point; UDP-N-acetylbacillosamine N-acetyltransferase PglD (Campylobacter jejuni); purified PglD enzyme, DTNB colorimetric CoA detection; inhibition, % at 12.5 µM; 360,000 compounds, 0.098% hits; AID 602405, 2012; in the data active means inhibition above about 16%, passing the limit was not always enough; inconclusive means no clear call, values can overlap the other calls; further: strong numbers were not always called active
# ERp5 block = inhibitors of ERp5-driven insulin aggregation, primary screen, biochemical, turbidity, absorbance 650 nm, single point. Protein disulfide-isomerase A6 (Homo sapiens), Q15084. 90 min. inhibition, % at 9.99 µM. 350,000 compounds, 0.05% hits;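 active means mean replicate inhibition above about 25%, with every replicate also reaching it, limit read from the data, passing the limit was not always enough; inconclusive means only one of those two criteria met; inactive means neither criterion met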
# Target sequence (Q15084 whole entry, looked up): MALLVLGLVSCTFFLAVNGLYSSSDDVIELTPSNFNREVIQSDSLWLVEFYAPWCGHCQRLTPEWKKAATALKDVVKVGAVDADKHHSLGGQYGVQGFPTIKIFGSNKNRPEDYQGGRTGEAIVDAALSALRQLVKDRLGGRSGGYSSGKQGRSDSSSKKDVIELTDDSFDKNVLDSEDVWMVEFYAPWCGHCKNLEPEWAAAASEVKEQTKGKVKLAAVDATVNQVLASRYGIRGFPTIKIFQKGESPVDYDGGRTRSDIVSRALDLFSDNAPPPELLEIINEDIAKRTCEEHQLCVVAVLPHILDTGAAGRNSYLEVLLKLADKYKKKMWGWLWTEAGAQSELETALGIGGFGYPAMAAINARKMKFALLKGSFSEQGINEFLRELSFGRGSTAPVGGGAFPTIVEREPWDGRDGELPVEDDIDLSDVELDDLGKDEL
# S100A4 MyoIIA = inhibitors of S100A4-myosin IIA peptide binding, primary screen, biochemical, fluorescence polarization, TAMRA-MyoIIA peptide | Protein S100-A4 (Homo sapiens), P26447 | inhibition, % at 10.7 µM | 360,000 compounds, 0.14% hits | AID 652163, 2013;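 active means mean inhibition of at least 70% across replicates, with every replicate also reaching that level; inconclusive means mean inhibition reaches 70% but some replicates fall short; inactive means mean inhibition below 70%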
# Target sequence (P26447 whole entry, looked up): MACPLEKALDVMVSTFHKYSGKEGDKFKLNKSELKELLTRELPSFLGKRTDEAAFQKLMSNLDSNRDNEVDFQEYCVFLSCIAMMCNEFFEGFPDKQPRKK
#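 assay system = human S100A4 monomer with TAMRA-labelled myosin IIA peptide | also added = labelled myosin peptide probe, 5 nM | incubation = 5 min between mix addition and reading | control set = DMSO and TFP controls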
# E-sel inducer = E-selectin induction in HUVECs, primary screen, imaging, HUVEC, immunofluorescence imaging, single point; normalized: neutral wells 0, TNF-alpha wells 100; activation, % at 7.58 µM; 260,000 compounds, 0.37% hits;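 active means mean E-selectin-positive cell signal at least 10% of the positive control, reached in at least 60% of replicates, without over 20% cell loss; inconclusive means no rule given, readout overlaps actives, possibly toxicity-flagged; inactive means the rest, including those meeting only one limit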;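 further: in these data hits start at about 27%; measured in HUVEC primary endothelial cells; signal is the percent of cells scored E-selectin positive by PE staining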
#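 material = human umbilical vein endothelial cells (HUVEC), E-selectin induction | quantity = 3,000 cells/well | medium = EGM-2 growth medium on 0.1% gelatin-coated wells | technique = immunofluorescence imaging | read-out basis = % PE-positive cells | control set = TNF-alpha positive control, DMSO neutral control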
# * marks the source's active call; other numbers are inactive results; ? = inconclusive; nt = not tested or not shown; + = active, no number. Only part of the results is shown; the hit share may differ from the screen's.
SMILES,C2C12 statin,DENV2 CPE,SIRT5 block,PglD inh,ERp5 block,S100A4 MyoIIA,E-sel inducer
Cc1onc(-c2ccccc2)c1-c1nnc(CN2CCN(S(=O)(=O)c3ccccc3)CC2)o1,-0.8,-3.5,-0.1,0.2,8.8,-3.6,nt
COCc1cn(CC[C@@H]2CC[C@@H](NC(=O)CCN3CCCCC3)[C@H](CO)O2)nn1,3.9,5.6,-2.5,4.1,0.2,-1.6,-0.3
COc1ccc(NC(=O)N(C)C[C@H]2OCCCC[C@@H](C)Oc3ccc(NC(=O)CCCN(C)C)cc3C(=O)N([C@@H](C)CO)C[C@H]2C)cc1,nt,0.3,-4.2,3.8,0.5,16.2,0.1
COc1ccc(NC(=O)N(C)C[C@H]2Oc3ncc(-c4cccnc4)cc3C(=O)N([C@H](C)CO)C[C@@H]2C)cc1,-21.3,12.7,-7.3,-2.3,-5.0,62.5,nt
COc1ccc(-c2c(-c3ccccc3)c(C(=O)C(=O)NCCCN(C)C)n3ccc4cc(OC)c(OC)cc4c23)cc1OC,-12.2,-2.1,-4.7,-13.2,4.6,-8.2,1.2
N#Cc1ccc(NC(=O)COC(=O)c2cccnc2Cl)cc1,-0.4,?,0.1,-0.8,nt,-3.2,-2.3
CCCNC(=O)C1(C)CCCN(C(=O)COCc2ccccc2)C1 (stereo not drawn),-1.5,-1.8,nt,-0.1,-1.3,0.8,nt
CCNC(=O)Nc1ccc2c(c1)C(=O)N(C)[C@@H]1CC[C@H](CC(=O)NCc3ccc(F)cc3)O[C@@H]1CO2,12.3,-0.2,-4.1,26.7,-0.8,-14.9,0.1
C[C@H]1CCCCO[C@H](CN(C)C(=O)CCCN(C)C)[C@@H](C)CN([C@@H](C)CO)C(=O)c2cc(NC(=O)Cc3ccccc3)ccc2O1,nt,29.0*,0.4,-0.1,-2.1,3.5,nt
COC(=O)c1ccccc1NC(=O)CC(NCc1ccccc1)C(=O)O (stereo not drawn),nt,2.4,-2.3,nt,4.0,-0.7,nt
COc1cc2c3nnc(-c4ccc(F)cc4)c-3cn(Cc3ccc(C)cc3)c2cc1OC,-17.2,7.0,2.2,3.5,4.1,+,0.5
COc1ccc(S(=O)(=O)N2CCN(C(=O)c3cc(C)on3)CC2)cc1,0.4,0.5,0.8,5.3,-1.0,0.7,0.4
CCC(C(=O)O)N1C(=O)/C(=C/C(C)=C/c2ccccc2)SC1=S (stereo not drawn),2.3,2.1,3.1,nt,-4.0,1.1,-1.3
O=C(CNC(=O)c1ccc(Br)o1)NCCc1ccc(F)cc1,nt,14.3,-1.1,2.9,-0.3,9.0,0.0
O=C(CCNC(=O)c1ccc([N+](=O)[O-])cc1)Nc1ccccc1N1CCOCC1,nt,nt,-0.1,nt,-3.8,-2.6,4.9
C[C@H]1CN([C@@H](C)CO)C(=O)c2cccc(NC(=O)c3ccncc3)c2O[C@@H]1CN(C)Cc1ccc(Cl)c(Cl)c1,14.3,15.5,-7.0,-4.2,-4.1,4.4,-10.7
Cc1ccc(Nc2cc(=O)n(C)c(=O)[nH]2)cc1C,7.3,1.2,nt,-4.0,-5.2,-0.8,0.0
c1cncc(Nc2c3ccccc3nc3ccccc23)c1,4.5,1.0,-3.9,-3.8,1.8,5.6,nt
Cc1cc(C)cc(NC(=O)N2CCN(S(C)(=O)=O)CC2)c1,nt,1.8,-4.1,nt,8.8,-2.5,nt
CCC(C)n1c(/C=C/c2ccccc2)nc2ccccc21 (stereo not drawn),-11.0,-8.7,-5.0,6.3,0.8,6.0,-5.8
O=C(CSc1ncccn1)N1CCN(S(=O)(=O)c2ccccc2)CC1,5.3,-6.3,-3.5,1.1,-1.7,-3.0,0.0
O=C(Nc1nnc(SCC(=O)N2CCCc3ccccc32)s1)c1ccccc1,nt,-2.3,-0.2,nt,1.3,-0.2,nt
COc1ccc(NC(=O)CCNC(=O)C2CCN(S(=O)(=O)c3ccc(F)cc3)CC2)cc1OC,-10.9,1.2,-2.4,-6.8,3.1,1.6,nt
CCn1c(=O)c2cc(C(=O)NCCN3CCOCC3)sc2c2ccccc21,2.0,3.5,7.0,-5.2,-4.0,3.5,-0.1
Cc1ccc(C)c(S(=O)(=O)N2CCCC2CNC(=O)C(=O)NCc2ccccc2C)c1 (stereo not drawn),-6.4,4.5,-1.2,nt,2.0,-2.1,-0.1

# Whole records from above. Screens in order: C2C12 statin, DENV2 CPE, SIRT5 block, PglD inh, ERp5 block, S100A4 MyoIIA, E-sel inducer
# COCc1cn(CC[C@@H]2CC[C@@H](NC(=O)CCN3CCCCC3)[C@H](CO)O2)nn1 as listed: 3.9, 5.6, -2.5, 4.1, 0.2, -1.6, -0.3
# O=C(CSc1ncccn1)N1CCN(S(=O)(=O)c2ccccc2)CC1 as listed: 5.3, -6.3, -3.5, 1.1, -1.7, -3.0, 0.0

# Ordered by SMILES length (largest number first): part of the list above.
SMILES,C2C12 statin,DENV2 CPE,SIRT5 block,PglD inh,ERp5 block,S100A4 MyoIIA,E-sel inducer
CCNC(=O)Nc1ccc2c(c1)C(=O)N(C)[C@@H]1CC[C@H](CC(=O)NCc3ccc(F)cc3)O[C@@H]1CO2,12.3,-0.2,-4.1,26.7,-0.8,-14.9,0.1
Cc1ccc(C)c(S(=O)(=O)N2CCCC2CNC(=O)C(=O)NCc2ccccc2C)c1 (stereo not drawn),-6.4,4.5,-1.2,nt,2.0,-2.1,-0.1
CCC(C(=O)O)N1C(=O)/C(=C/C(C)=C/c2ccccc2)SC1=S (stereo not drawn),2.3,2.1,3.1,nt,-4.0,1.1,-1.3
c1cncc(Nc2c3ccccc3nc3ccccc23)c1,4.5,1.0,-3.9,-3.8,1.8,5.6,nt

# The list goes on:
SMILES,C2C12 statin,DENV2 CPE,SIRT5 block,PglD inh,ERp5 block,S100A4 MyoIIA,E-sel inducer
CCn1c(-c2ccccn2)nc2cc(S(=O)(=O)N(C)C)ccc21,6.8,-9.3,-0.8,-1.8,0.8,6.0,0.0
C[C@@H]1CN([C@@H](C)CO)C(=O)Cc2cc(NS(=O)(=O)c3cccs3)ccc2O[C@@H]1CN(C)C(=O)NC1CCCCC1,15.5,-5.9,-3.2,-5.0,24.5,1.5,-0.2
C=CCn1c(SCCC)nc2sc3c(c2c1=O)CCc1ccccc1-3,nt,4.4,nt,0.8,0.8,-1.9,nt
CCCCC(NS(=O)(=O)c1ccc(C)cc1)C(=O)Oc1ccc2c3c(c(=O)oc2c1)CCC3 (stereo not drawn),4.4,-3.4,-5.9,-7.2,-2.3,17.1,-1.1
O=C(Nc1ccc(Br)cc1)c1ccco1,-27.6,5.4,8.6,-6.2,-2.4,-4.1,nt
CC(=O)OC(C=C(C)C)C/C(C)=C/COc1c2ccoc2cc2oc(=O)ccc12 (stereo not drawn),-1.4,-7.1,4.3,-6.6,4.3,7.4,nt
C[C@H](CO)N1C[C@H](C)[C@@H](CN(C)S(C)(=O)=O)Oc2c(NC(=O)C3CCOCC3)cccc2C1=O,-27.4,4.7,-2.1,0.7,4.4,4.9,-13.0
COc1ccc(OC)c(NC(=O)c2nnn(Cc3ccc(Br)cc3F)c2N)c1,19.6,1.7,nt,1.4,0.7,-0.2,0.1
C[C@@H]1CN([C@H](C)CO)C(=O)Cc2cc(NC(=O)Nc3ccc4c(c3)OCO4)ccc2O[C@H]1CN(C)S(=O)(=O)c1cn(C)cn1,-7.2,nt,nt,1.2,nt,nt,-10.7
CN(C)S(=O)(=O)c1ccc(Cl)c(NC(=O)COC(=O)c2ccc3c(c2)NC(=O)CS3)c1,-3.5,1.5,-2.0,3.7,1.3,-9.1,5.3
Cc1ccc(NC(=O)COC(=O)COc2cccc3c2OC(C)(C)C3)cc1C,6.2,4.1,-1.5,-4.2,-1.1,-2.5,-0.3
COc1ccc(-c2nc3ccc(C)cn3c2CC(C)(C)C)cc1OC,-1.1,-4.9,-2.7,-2.5,8.3,-32.2,0.4
Cc1ccn2c(=O)c(NC(=O)c3cccc4ccccc34)c(C)nc2c1,-7.0,?,-6.6,-1.1,-7.1,-1.3,-0.3
COc1ccc(CCNC(=O)C(=O)NCC2OCCN2S(=O)(=O)c2cccs2)cc1 (stereo not drawn),3.0,-4.2,-1.1,-1.4,0.8,-3.9,0.1
Cc1cc(OCC(=O)Nc2ccc(N3CCN(C)CC3)cc2)ccc1Cl,3.5,-1.3,-1.6,3.2,2.6,3.6,-0.1
CCc1cc2c(-c3ccccc3)cc(=O)oc2cc1OC(C)C(=O)NCC1CCC(C(=O)O)CC1 (stereo not drawn),-3.1,-9.4,nt,4.2,-0.3,-1.9,nt
C[C@H]1CN([C@@H](C)CO)S(=O)(=O)c2ccc(-c3ccccc3)cc2O[C@H]1CN(C)S(=O)(=O)c1ccccc1F,-58.8,-6.9,11.9,-2.9,-0.8,-0.1,-0.1
O=c1c2ccccc2nc2n1CCc1c-2[nH]c2ccccc12,-27.7,-5.8,-2.5,0.2,-2.9,1.3,0.1
COc1ccc(-c2nnc(NC(=O)c3ccccc3[N+](=O)[O-])s2)c(OC)c1,-3.4,3.1,0.9,4.3,1.1,-3.8,0.8
COc1cc(OC)cc(C(=O)Nc2cccnc2)c1,nt,-0.8,-6.0,nt,4.0,-3.1,6.9
CC(C)CC#Cc1ccc([C@@H]2[C@@H](CO)N3C(=O)CN(C(=O)NC4CCCCC4)C[C@H]23)cc1,nt,7.9,4.1,nt,1.9,1.8,-0.2
C/C=C/c1ccc2c(c1)O[C@@H](CN(C)S(C)(=O)=O)[C@@H](C)CN([C@@H](C)CO)S2(=O)=O,nt,-4.3,-2.4,0.0,9.2,19.6,-2.3
CC(=O)c1sc(C(=O)O)c(-c2ccco2)c1-c1ccco1,6.9,1.7,3.1,nt,nt,-1.0,nt
O=C(NC(=S)NC1CCN(Cc2ccccc2)CC1)c1ccc(F)cc1,-5.3,-4.0,-2.1,-0.4,-0.4,-2.1,1.4
CCOc1ccc(CN2CCNC(=O)C2CC(=O)NCCc2ccccn2)cc1 (stereo not drawn),-4.4,-2.6,3.9,nt,-5.5,3.5,nt
# Following part.
SMILES,C2C12 statin,DENV2 CPE,SIRT5 block,PglD inh,ERp5 block,S100A4 MyoIIA,E-sel inducer
COC(=O)c1[nH]c2cc(C)ccc2c1NC(=O)CN1CCOCC1,nt,-1.9,0.0,nt,-1.5,2.3,-0.1
CNc1nc(N/N=C/c2cc3c(cc2[N+](=O)[O-])OCO3)nc(Nc2ccccc2)n1,nt,-6.4,-0.7,nt,0.2,7.3,nt
CC1=N/C(=C\c2ccc([N+](=O)[O-])cc2)C(=O)N1c1ccc(F)cc1F,4.7,-4.4,0.8,-7.7,-0.3,-5.7,0.1
Cc1ccc(C(=O)O)cc1NC(=O)CN1C(=O)C2C3c4ccccc4C(Br)(c4ccccc43)C2C1=O (stereo not drawn),nt,-0.5,nt,nt,2.4,-1.5,nt
Cc1nnc(N(C)C(=O)c2ccc3c(c2)OCO3)s1,3.0,-0.4,-1.7,1.0,-0.5,-2.4,-1.3
C[C@H]1CCCCO[C@@H](CN(C)C(=O)NC2CCCCC2)[C@@H](C)CN([C@@H](C)CO)C(=O)c2cc(NS(=O)(=O)c3cn(C)cn3)ccc2O1,16.8,0.9,0.3,-3.8,0.0,15.4,-0.3
COCC(=O)N[C@H]1C=C[C@@H](CC(=O)N2CCCCC2)O[C@@H]1CO,-13.0,-0.6,nt,2.3,nt,nt,0.2
CSc1ncc(S(=O)(=O)c2ccccc2)c(=O)[nH]1,nt,10.1,20.3*,nt,3.2,-3.1,nt
